# FUS yeast rescue: suppressors of FUS proteinopathy in yeast | S. cerevisiae FUS-expressing, growth rescue, OD600, 24 h | Potency, µM (titrated, usually from 76.6 µM), for inactives: at the top dose growth rescue (activation), actives largely listed as activators | hit rate 0.24% among 390,000;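 further: plate controls were DMSO vehicle for no effect and reference control for full effect; nearly all actives have a fitted effect of over 55% in size; some results filed as inactive show a strong effect at the top dose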
#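 S. cerevisiae expressing FUS from galactose induction served as the toxicity model. Growth after 24hr at 30C, read as absorbance at 600 nm, indicates suppression of toxicity; compounds dosed at several concentrations.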
# EPAC1 antag: blocks human EPAC1 exchange factor. Potency, µM (doses to about 115 µM), without a hit: at the highest dose activity change, negative = inhibition, hits mostly inhibitors. AID 720709. hit rate 0.14% among 360,000. EPAC1 GEF assay, Rap1b-BODIPY-GDP exchange fluorescence;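 further: plate controls were vehicle for no effect and positive control for full effect; nearly all actives have a fitted effect of over 50% in size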
# EPAC2 antagonist: antagonists of human EPAC2; Q8WZA2; EPAC2 GEF exchange of Rap1B-BODIPY-GDP, fluorescence; Potency, µM (titrated, usually from 114 µM), for inactives: at the top dose activity, negative = inhibition, most hits filed as inhibitors; hit rate 0.18% among 360,000; further: on the % scale 0 is the no-effect control and ±100 the full control effect; nearly all actives have a fitted effect of over 45% in size; many of its hits are not listed in these tables
# EPAC1 ag: EPAC1 (human) agonism. hit rate 0.073% among 360,000. Potency, µM (series often up to 154 µM), for the others: top-dose activation, most hits filed as activators. EPAC1 agonist qHTS, biochemical assay; response scale: 100% = response to 6.5 mM cAMP. O95398; further: nearly all actives have a fitted effect of over 60% in size
#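 Read-out is the fluorescence drop as BODIPY-GDP leaves Rap1B (480 nm excitation, 540 nm emission), recorded every 5 minutes over 30 minutes. Reactions held 100 nM EPAC1, 250 nM Rap1B–BODIPY-GDP and 50 uM GDP, with 6.5 mM cAMP setting full activation.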
# EPAC2 ag: activates human EPAC2 exchange factor; Q8WZA2; hit rate 0.079% among 360,000; Potency, µM (titrated, usually from 154 µM), inactives show at the top dose activation, actives largely listed as activators; EPAC2 activation, biochemical qHTS; response scale: 100% = 6.5 mM cAMP response; further: nearly all actives have a fitted effect of over 50% in size
#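 Guanine nucleotide exchange by EPAC2 is measured as reduced fluorescence of BODIPY-GDP once it is released from 250 nM Rap1B. Plates are read kinetically for 30 min at room temperature; results are scaled to 6.5 mM cAMP.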
# PTHR1 ag: agonists of human PTHR1 parathyroid hormone receptor. Q03431. HEK293 GP2 PTHR1 cells, GloSensor cAMP luminescence, 1 h. Potency, µM (highest dose often 115 µM), inactives show at the highest dose activation, hits mostly activators. hit rate 0.075% among 410,000; further: nearly all actives have a fitted effect of over 55% in size; some results filed as inactive show a strong effect at the top dose; inactives centre near -15; many of its hits are not listed in these tables
# Target sequence (Q03431 whole entry, looked up): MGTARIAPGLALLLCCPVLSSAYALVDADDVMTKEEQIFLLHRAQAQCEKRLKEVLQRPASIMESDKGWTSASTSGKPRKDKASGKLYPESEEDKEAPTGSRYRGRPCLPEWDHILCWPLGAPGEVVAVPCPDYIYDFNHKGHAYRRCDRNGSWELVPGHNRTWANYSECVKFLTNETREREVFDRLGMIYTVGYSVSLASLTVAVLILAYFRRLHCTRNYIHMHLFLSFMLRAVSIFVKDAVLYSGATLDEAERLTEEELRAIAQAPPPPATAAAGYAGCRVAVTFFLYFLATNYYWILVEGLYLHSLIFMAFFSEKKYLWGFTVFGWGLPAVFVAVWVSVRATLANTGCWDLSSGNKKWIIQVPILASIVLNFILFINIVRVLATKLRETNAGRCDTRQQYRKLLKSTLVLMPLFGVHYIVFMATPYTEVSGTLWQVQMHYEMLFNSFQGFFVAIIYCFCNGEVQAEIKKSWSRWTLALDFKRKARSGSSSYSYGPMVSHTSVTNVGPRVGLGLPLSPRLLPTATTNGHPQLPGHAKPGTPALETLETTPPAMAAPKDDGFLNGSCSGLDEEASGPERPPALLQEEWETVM
#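 HEK-293-derived GP2 cells expressing PTHR1 and a GloSensor cAMP reporter, 3,000/well, plated overnight, given luciferin plus IBMX (each 0.5 mM as added) for 1 h at 37 °C, then compound for 1 h at 37 °C. Luminescence was read after 15 min at room temperature.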
# aSyn rescue: alpha-synuclein toxicity inhibition in yeast; Yeast expressing alpha-synuclein, growth rescue, BacTiter-Glo, 24 h; Potency, µM (doses to about 46.1 µM), without a hit: at the highest dose growth rescue (activation), actives largely listed as activators; hit rate 0.14% among 370,000; AID 652106; further: % of control where 0% means no effect; nearly all actives have a fitted effect of over 65% in size
#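 Galactose-induced alpha-syn yeast (OD600=0.02, raffinose-pregrown) + pinned cpd, 24 hr, 30 deg C; growth by BacTiter-Glo luminescence. Growth restoration scores as activation.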
# TDP43 rescue: rescues yeast growth from TDP-43 toxicity. TDP-43 expressing yeast growth rescue, BacTiter-Glo, 24 h. AID 652104. Potency, µM (highest dose often 46.1 µM), for inactives: at the highest dose growth rescue (activation), hits mostly activators. hit rate 1.8% among 410,000; further: % of control where 0% means no effect; nearly all actives have a fitted effect of over 50% in size
#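 Luminescence from BacTiter-Glo reports growth of TDP-43-expressing yeast after 24 hr at 30 deg C with compound. Cells were raffinose-pregrown to mid-log, then seeded in galactose medium at OD600=0.02.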
# * = called active by the depositor; i = inactive; ? = inconclusive; / = no result given; & = joins results of further samples; [ ] = another dose, or the depositor's remark. The call rests on the fitted dose curve; in most records, active means well fitted curve in the direction sought with a large enough effect; inconclusive means small, poorly fitted or top-dose-only effect, or another doubt; inactive means no such curve, though single readings can be large; an effect the other way counts as inactive or inconclusive. Potency means the concentration at half of the fitted maximal effect. These rows are one share of the data. The share of hits here may be higher or lower than overall.
SMILES,FUS yeast rescue,EPAC1 antag,EPAC2 antagonist,EPAC1 ag,EPAC2 ag,PTHR1 ag,aSyn rescue,TDP43 rescue
COc1ccc(NC(=O)CCNS(=O)(=O)c2cc(Br)cnc2N)c(OC)c1,13%,3%,-6%,12%,7%,i,2%,10%
CC(=O)Nc1ccc(NC(=O)C(C)OC(=O)CCC2CCCC2)cc1 (centres undefined),-3%,-15%,-4%,11%,7%,-1%,2%,-7%
Cc1ccc(-c2nc(NC(=O)CSc3nnc4scc(-c5ccccc5)n34)ns2)cc1,-14%,-25%,-7%,1%,1%,-92%[inhibitor],0%,-6%
Cc1cc(C)n(CCC(=O)N/N=C/c2c(O)ccc3ccccc23)n1,?,?,-19%,-9%,6%,-6%,0%,-29%
Cc1ccc(-n2nc3c(=O)n(CC(=O)NCCc4ccco4)nc(C)c3c2C)cc1,?,20%,2%,-8%,-11%,i,-4%,-1%
Cc1cc(C)cc(NC(=O)c2ccc(CSc3nnc(C)s3)cc2)c1,13%,-21%,-5%,10%,3%,-38%[inhibitor][57.5 µM],-14%,?
CCOc1ccc(-n2c(SCC(=O)Nc3ccc4c(c3)OCCO4)nc3c([nH]c4ccccc43)c2=O)cc1,24%,/,/,/,/,-14%,-4%,-11%
O=C(NCc1ccccn1)c1cccc(S(=O)(=O)NCc2ccccc2)c1,2%,12%,7%,-3%,0%,i,3%,-10%
Cc1c(Cl)cccc1NC(=O)CCC(=O)NNC(=O)c1ccco1,9%,2%,11%,-9%,6%,i,4%,-7%
CSc1ncc(C(=O)Nc2ccc(C(C)=O)cc2)c(-c2ccccc2)n1,-14%&-18%,-4%,3%,11%,1%,-37%&-14%[inhibitor],-1%,24%&15%
N#CCSCC(=O)Nc1ccc(Br)cc1,27%,-1%,4%,7%,9%,i,0%,-16%
CCCC1NC(=O)c2cc3ccccc3cc2-n2c1nc1cc(F)ccc1c2=O (centres undefined),?,-5%,-19%,-11%,17%,-48%[inhibitor],10%,25%
Cc1ccccc1NC1=C/C(=N\S(=O)(=O)c2cccs2)c2ccccc2C1=O,3%,-6%,-7%,8%,9%,-15%[57.5 µM],?,0%
CN(C)c1ccc(C(=S)N2CCN(C(=S)Nc3ccccc3)CC2)cc1,26%,19%,3%,-3%,0%,i,-6%,-23%[9.22 µM]
CC(Sc1nc(-c2ccccc2)cc(C(F)(F)F)n1)C(=O)Nc1sc2c(c1C#N)CCC2 (centres undefined),24%,3%,-4%,2%,8%,i,1%,-6%
CN(CC(=O)Nc1ccc(Cl)cc1)C(=O)c1sccc1-c1ccccc1,18%,1%,-14%,-2%,6%,-95%[inhibitor],4%,22µM*
S=C(Nc1ccccc1)N1CCn2c1nc1ccccc12,-7%,5%,8%,13%,7%,i,-17%,?
COc1ccc(OC)c(CNC(=O)C2CCCN(C(=O)N(C)C)C2)c1 (centres undefined),4%,5%,-1%,8%,10%,-26%[57.5 µM],-6%,-14%
Cc1cc(C)c(C(=O)N2CCCC(CNS(=O)(=O)N(C)C)C2)o1 (centres undefined),-18%,-25%,6%,-8%,-1%,-13%,0%,-4%
Cn1c(=O)c2c(ncn2CC(O)CNc2ccc(F)cc2)n(C)c1=O (centres undefined),6%,6%,2%,-2%,2%,i,8%,6%
N#Cc1nccnc1N1CCN(C(=O)Nc2ccccc2)CC1,-5%,-8%,6%,-2%,0%,?,2%,-17%
COCCNC(=O)Cn1cc(/C=N/NC(=O)c2ccc(Oc3ccc(O)cc3)cc2)c2ccccc21,18%,-3%,-25%,10%,-8%,i,-1%,-22%
O=C(CSc1nc(Nc2ccccc2)nc(N2CCOCC2)n1)Nc1cccc([N+](=O)[O-])c1,31%,-4%,-2%,12%,9%,-23%,14%,-1%
Cc1cccc(OCC(=O)Nc2cc(NC(=O)COc3cccc(C)c3)cc(C(=O)O)c2)c1,12%,-20%,-1%,-3%,-1%,-12%,-5%,-1%
Cc1ccc(Nc2nc(N)c([N+](=O)[O-])c(NCCO)n2)cc1C,-19%,-21%,0%,-3%,15%,-8%,-2%,14%
# (listing goes on)
SMILES,FUS yeast rescue,EPAC1 antag,EPAC2 antagonist,EPAC1 ag,EPAC2 ag,PTHR1 ag,aSyn rescue,TDP43 rescue
O=C(NN=C1CCCCCC1)c1cccs1,-4%,-15%,4%,8%,-2%,-8%,0%,-9%
CC(=O)N(Cc1ccccc1)c1nc(-c2ccccc2)cs1,?,-9%,-23%,9%,13%,-14%,7%,16%
COC(=O)c1ccc(S(=O)(=O)NNC(=O)COc2ccc(C)cc2)cc1,/,-2%,12%,0%,1%,i,0%,12%
COc1ccc2c(c1)CC/C(=C/c1ccccn1)C2=O,-22%,0%,-16%,4%,3%,i,4%,?
CCOC(=O)c1c(NC(=O)CSc2nnc(N)s2)sc(C)c1-c1ccc(C)cc1,35%,4%,-26%,8%,3%,-79%[inhibitor],-17%,1%
CCCCOc1ccc(-c2c(C#N)c(N)nc(SCC(N)=O)c2C#N)cc1,43%,-12%,-5%,16%,-1%,-18%,1%,14%
O=C1NC(=O)C(=O)N1,-28%,0%,11%,-4%,1%,i,4%,?
O=C(C1CCCCC1)N1CCN(c2ccnc3cc(Cl)ccc23)CC1,9%,2%,4%,-7%,3%,-38%[inhibitor],-3%,-35%
O=C(NCc1ccccc1Cl)C1(S(=O)(=O)c2ccc(Cl)cc2)CC1,14%,-9%,-18%,9%,16%,-10%,10%,16%
NC(=O)CSc1nnc(NC(=O)c2ccc(Br)o2)s1,-14%,-20%,9%,-4%,9%,-8%,5%,8%
O=C(c1cc(F)c(F)cc1Cl)N1CCOCC1,10%,13%,12%,-10%,4%,-19%,-2%,-15%
CCN(CC)CCn1c(/N=C/c2cc(Br)ccc2O)nc2ccccc21,/,-11%,-10%,10%,20%,-48%[inhibitor],1%,-21%
O=C1c2c(-c3ccc(Br)cc3)noc2CCN1Cc1cn(-c2ccccc2)nn1,34%,-14%,-1%,11%,21%,-22%,?,0%
CCOCCCNCc1ccc(Cl)cc1,-25%,-13%,-2%,7%,-6%,-1%,-5%,12%
CCn1c(SCc2nc3scc(-c4ccccc4)c3c(=O)[nH]2)nnc1-c1cccs1,?,-1%,21%,6%,4%,-23%,11%,3%
Cc1cccc(NC(=O)COc2ccc(Br)cc2C)n1,8%,3%,-3%,6%,-2%,-3%[57.5 µM],-2%,-9%
CCC1(CC)NC(=O)N(CC(=O)OCC(=O)NC(=O)c2ccccc2OC)C1=O,22%,-14%,3%,-2%,-4%,i,-3%,-29%
COc1cc(OC)cc(C(=O)NN2CCCCC2)c1,16%,15%,17%,0%,1%,-6%[57.5 µM],-8%,-25%
CCc1ccc(C(=O)CSc2nc(-c3ccccc3)nc3c2CCCC3)cc1,-1%,/,/,/,/,i,5%,4%
O=C(O)c1nn(CCSc2ccccc2F)c(=O)c2ccccc12,-24%,1%,4%,-3%,-2%,-26%,1%,12%
O=[N+]([O-])c1ccc(NN=CCCc2ccccc2)nc1,12%,?,7%,9%,7%,-86%[inhibitor],-10%,1%
COc1ccc(C2=NN3C(C2)c2ccccc2OC32C(=O)N(C)c3ccccc32)cc1 (centres undefined),?,-5%,-7%,5%,9%,-26%,5%,22µM*
COC(=O)c1ccc(C(=O)N2CCCCCC2(C)C(=O)NC(C)C)cc1 (centres undefined),-21%,-2%,-6%,3%,11%,-16%,1%,6%
CN(CC(=O)Nc1ccccc1Cl)C(=O)CCNC(=O)Nc1ccccc1,0%,-14%,-5%,1%,3%,-33%[inhibitor],-6%,1%
COc1cc(-c2nnn(CC#N)n2)ccc1OCc1ccccc1,2%,-28%,-15%,?,?,i,-16%,?

# Copied from the list:
# CCOCCCNCc1ccc(Cl)cc1 in PTHR1 ag has -1%
# COc1ccc(NC(=O)CCNS(=O)(=O)c2cc(Br)cnc2N)c(OC)c1 in EPAC2 ag has 7%

# An excerpt from above in order of molar mass, lowest first.
SMILES,FUS yeast rescue,EPAC1 antag,EPAC2 antagonist,EPAC1 ag,EPAC2 ag,PTHR1 ag,aSyn rescue,TDP43 rescue
O=C1NC(=O)C(=O)N1,-28%,0%,11%,-4%,1%,i,4%,?
O=C(C1CCCCC1)N1CCN(c2ccnc3cc(Cl)ccc23)CC1,9%,2%,4%,-7%,3%,-38%[inhibitor],-3%,-35%
CN(CC(=O)Nc1ccccc1Cl)C(=O)CCNC(=O)Nc1ccccc1,0%,-14%,-5%,1%,3%,-33%[inhibitor],-6%,1%

# Continued.
SMILES,FUS yeast rescue,EPAC1 antag,EPAC2 antagonist,EPAC1 ag,EPAC2 ag,PTHR1 ag,aSyn rescue,TDP43 rescue
CCCSC1=C(C#N)C(c2cc(OC)ccc2OC)CC(=O)N1 (centres undefined),-14%,-19%,-1%,-12%,-9%,i,3%,-4%
CCc1nc2ccc(C(=O)NCc3ccccc3OC)cn2c1N(C=O)CCC(C)C,?,-11%,-13%,-3%,4%,-3%,1%,16%
COc1ccc(Br)cc1CN(C)C(C)C(=O)Nc1cccc(C(C)=O)c1 (centres undefined),5%,-10%,-11%,7%,19%,-89%[inhibitor],8%,23%
CCOC(=O)c1sc(NC(=O)CN2CCN(c3ccc(OC)cc3)CC2)nc1C,19%,-9%,-5%,-1%,4%,7%,11%,-7%
COc1ccc(N2C(=NC(=O)C3CC3)SC3CS(=O)(=O)CC32)cc1Cl (centres undefined),26%,-4%,2%,2%,16%,i,-3%,-2%
COC(=O)C1=C(C)N(CCCC(=O)O)C(=O)NC1c1ccccc1Cl (centres undefined),12%,10%,5%,-23%,0%,-1%,-7%,-22%
C[C@H]1CN=C(N(C)C)N1CCc1ccccc1,-22%,0%,4%,7%,5%,i,0%,12%
Cc1nnc(SCC(=O)c2c(N)n(C)c(=O)n(C)c2=O)n1Cc1ccccc1,-32%,20%,22%,0%,6%,28%[57.5 µM],-1%,-17%
CCOC(=O)C1=C(COC(=O)c2c(OC)cccc2OC)NC(=O)NC1C (centres undefined),11%,-1%,-5%,-7%,-1%,-82%[inhibitor],0%,5%
CCN(CC)c1cc(C)c2cc(NC(=O)c3ccccc3F)ccc2n1,-21%,2%,-8%,-2%,13%,i,1%,13%
Cc1c(NC(=O)Nc2cccc(C#N)c2)c(=O)n(-c2ccccc2)n1C,-20%,7%,8%,10%,6%,i,-12%,20%
Cc1cc(N2C(=O)C(O)=C(C(=O)c3ccc(C)o3)C2c2cccs2)no1 (centres undefined),/,4%,1%,2%,-3%,i,10%,0%
C(=C\c1nc2ccccc2[nH]1)/c1ccccc1,2%,-11%,-2%,12%,13%,-49%[inhibitor],-43%[inhibitor],-56%[inhibitor]
